SW480 rereplic: induces DNA re-replication in SW480 colon adenocarcinoma cells. SW480 DNA re-replication, Hoechst DNA content imaging, 48 h. Potency, µM (top dose mostly 46.1 µM), for inactives: at the highest dose re-replication activation, hits mostly activators. 340,000 tested, 1.8% active; also: potency is read from the fitted curve at half-maximal effect; % of control where 0% means no effect; nearly all actives have a fitted effect of over 55% in size
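Image-based DNA-content assay: after two days of treatment, nuclei were labelled with the DNA dye Hoechst and imaged, and hits were compounds raising the count of nuclei showing high fluorescence intensity.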
HT1080 IDH1KD tx: kills HT-1080 cells with IDH1 knockdown; HT-1080 IDH1 knockdown viability, ATP luminescence, 48 h; Potency, µM (top dose mostly 46.1 µM), for the others: top-dose activity, negative = toxicity, actives largely listed as cytotoxic; 360,000 tested, 2% active; AID 686971;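 also: potency is read from the fitted curve at half-maximal effect; 0% = DMSO wells and -100% = cell-free medium wells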
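Luminescent ATP read-out (CellTiter-Glo, 10 min at room temperature) after 48 h compound exposure at 37 °C gave viability of IDH1-knockdown HT-1080 cells. Activity was normalised to DMSO and cell-free wells, then fitted as concentration-response curves.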
GLP1R ag: agonists of human GLP-1 receptor; P43220; HEK293 GLP-1R CRE-luciferase, luminescence, 4-6 h; cells express a hypersensitive GLP-1R form; Potency, µM (titrated, usually from 45.6 µM), inactives show at the top dose activation, most hits filed as activators; 380,000 tested, 0.007% active; AID 624172; also: potency is read from the fitted curve at half-maximal effect; % of control where 0% means no effect
Target sequence (P43220 whole entry, looked up): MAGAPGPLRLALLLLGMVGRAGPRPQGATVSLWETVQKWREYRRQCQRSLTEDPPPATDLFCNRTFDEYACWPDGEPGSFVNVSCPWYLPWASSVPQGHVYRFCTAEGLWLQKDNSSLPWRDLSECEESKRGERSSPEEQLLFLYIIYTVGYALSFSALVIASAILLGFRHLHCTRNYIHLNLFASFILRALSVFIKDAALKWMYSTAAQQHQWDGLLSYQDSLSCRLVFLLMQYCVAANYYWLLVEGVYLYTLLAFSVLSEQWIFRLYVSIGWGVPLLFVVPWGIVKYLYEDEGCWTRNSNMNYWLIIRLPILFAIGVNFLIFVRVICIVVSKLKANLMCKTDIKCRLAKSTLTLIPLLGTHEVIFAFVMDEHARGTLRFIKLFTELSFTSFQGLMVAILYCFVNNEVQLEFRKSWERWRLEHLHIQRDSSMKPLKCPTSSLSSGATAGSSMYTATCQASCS
DRD3 antagonist: D3 dopamine receptor (human) antagonism; P35462; D3R cells, DiscoveRx beta-arrestin luminescence, antagonist mode; hits give low values; max response, negative = inhibition, %; 360,000 tested, 2.5% active; AID 652054; in the data active = max response below about -50%; inconclusive = no clear call, values can overlap the other calls; also: % is scaled to controls: 0 for no effect and ±100 for the full control effect; mostly tested at two doses, the higher about 12 µM
Target sequence (P35462 whole entry, looked up): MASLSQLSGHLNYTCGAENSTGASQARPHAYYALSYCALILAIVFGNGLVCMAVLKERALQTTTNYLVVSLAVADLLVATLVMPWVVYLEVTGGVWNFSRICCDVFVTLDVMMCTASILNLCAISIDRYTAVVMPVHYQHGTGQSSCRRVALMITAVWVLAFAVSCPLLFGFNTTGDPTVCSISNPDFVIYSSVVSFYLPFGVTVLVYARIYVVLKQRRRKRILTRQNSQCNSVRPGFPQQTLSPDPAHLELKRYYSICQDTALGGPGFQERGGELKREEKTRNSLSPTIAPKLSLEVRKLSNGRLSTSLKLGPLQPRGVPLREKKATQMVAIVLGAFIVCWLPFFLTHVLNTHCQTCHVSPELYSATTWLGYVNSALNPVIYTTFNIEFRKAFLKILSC
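Cells expressing the human receptor were seeded at 1500 cells/well, incubated overnight at 37 degrees C in 5% CO2, then exposed to library compounds with dopamine controls for 90 minutes at 37 degrees C before luminescent detection.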
KB-V1 cytotox: kills drug-selected multidrug resistant KB-V1 cells; Potency, µM (doses to about 46.1 µM), for inactives: at the highest dose activity change, negative = cytotoxicity, most hits filed as cytotoxic; AID 1347076; KB-V1 MDR cells viability, CellTiter-Glo, 72 h; 400,000 tested, 3.4% active; also: potency is read from the fitted curve at half-maximal effect; % is scaled to controls: 0 for no effect and ±100 for the full control effect; nearly all actives have a fitted effect of over 60% in size
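KB-V1, DMEM (no phenol red) + 10% FBS; cpd pin-transferred, titration series; 72 h, 37 degrees C; CellTiter-Glo, luminescence. Data normalized, curve-fit.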
D3 ag: activates the human D3 dopamine receptor; P35462; max activation, %; 410,000 tested, 0.58% active; D3R DiscoveRx beta-arrestin cells, luminescence, 90 min; in the data active = max activation above about 30%; also: 0% is about no effect; mostly tested at two doses, the higher about 12 µM
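Agonist mode: compounds and dopamine controls were applied to plated cells for 90 min at 37 degrees C after an overnight attachment at 1500 cells/well. Luminescent read-out followed 30 - 60 minutes at room temperature with DiscoveRx detection reagent.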
HT1080-NT tox: kills 2HG-producing HT-1080-NT fibrosarcoma cells | HT-1080-NT fibrosarcoma viability, CellTiter-Glo ATP luminescence, 48 h | Potency, µM (top dose mostly 46.1 µM), for inactives: at the highest dose activity, negative = less viability, actives largely listed as cytotoxic | 360,000 tested, 1.6% active;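 also: NT is the 2HG producing partner of a matched IDH1 knockdown line; potency is read from the fitted curve at half-maximal effect; 0% = DMSO-treated cells and -100% = media-only wells without cells; nearly all actives have a fitted effect of over 55% in size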
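A 48-hour cytotoxicity screen used HT-1080-NT cells plated 2 hours before compound delivery. ATP-based CellTiter-Glo luminescence measured viability, normalized to DMSO and no-cell controls.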
KB-3-1 cytotox: KB-3-1 parental cell cytotoxicity. KB-3-1 viability, CellTiter-Glo ATP luminescence, 72 h. Potency, µM (series often up to 46.1 µM), for inactives: at the highest dose activity change, negative = cytotoxic, hits mostly cytotoxic. 400,000 tested, 1.4% active. AID 1347075; also: potency is read from the fitted curve at half-maximal effect; % is scaled to controls: 0 for no effect and ±100 for the full control effect; nearly all actives have a fitted effect of over 60% in size
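Cells are dispensed, compounds pinned in, plates held at 37 °C for 72 h, then CellTiter-Glo is added and luminescence read after 10 minutes. Cell line: parental KB-3-1 in phenol-red-free DMEM, 10% FBS.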
IL-1B inflam inh: inflammasome signaling inhibition, IL-1 beta readout. AID 743279. THP-1 LPS/ATP IL-1B secretion, AlphaLISA, 16 h; hits give low values. 360,000 tested, 4.7% active. activity change, % at 57.5 µM; in the data active = activity change below about -50%; inconclusive = mostly about -30% to -49%; also: % is scaled to controls: 0 for no effect and ±100 for the full control effect
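Secreted IL-1B measured by AlphaLISA bead assay after 16 h compound exposure of THP-1 cells; compounds (final up to 57.5 uM) added 1 h before LPS (250 ng/mL) and ATP (1.25 mM) stimulation; lower signal means less secretion.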
* hit, by the source's call; ? = inconclusive; . = no result given; & = joins results of further samples; [ ] = remark or other dose. Unless noted, calls follow the shape of the dose curve; as a rule, active = well fitted curve in the direction sought with a large enough effect; inconclusive = small, poorly fitted or top-dose-only effect, or another doubt; inactive = no such curve, though single readings can be large; an effect the other way counts as inactive or inconclusive.

Below each SMILES: SW480 rereplic, HT1080 IDH1KD tx, GLP1R ag, DRD3 antagonist, KB-V1 cytotox, D3 ag, HT1080-NT tox, KB-3-1 cytotox, IL-1B inflam inh
CCN(CC)c1nc(Oc2ccc(C(=O)NN)cc2)nc(Oc2ccc(C(=O)NN)cc2)n1
→ 2%, -3%, 17%, 5, -4%, 0, -5%, 9%, -5
CC(=O)NS(=O)(=O)c1ccc(N2C(=O)CC(Sc3nccc(C)n3)C2=O)cc1 (stereo not drawn)
→ -6%, 9%, -1%, 4, -22%, 6, -7%, -18%, 9
CC(=O)NC(c1cccc(F)c1)c1nc(-c2ccc(C)c(C)c2)cs1 (stereo not drawn)
→ ., 7%, 16%, -2, -20%, -11, -7%, 0%, -3
COc1ccc(CNC(=O)c2ccc3oc(C(C)C)nc3c2)cc1
→ -4%, 23%, 6%, -11, ?, 0, 15%, 2%, 5
CCCCCCCCNC(=O)CC(NS(=O)(=O)c1ccc(NC(C)=O)cc1)C(C)C (stereo not drawn)
→ ?, 1%, 7%, 24, -6%, 16, -10%, -8%, 4
CCOC(=O)N1CCN(C(=O)Cc2ccc(-n3c(=O)[nH]c4ccccc4c3=O)cc2)CC1
→ -4%, 13%, -8%, 27, 0%, 2, 20%, 16%, -1
COCCCNc1oc(-c2ccccc2Cl)nc1C#N
→ -25%, -2%, ?, 11, 0%, 3, 11%, 0%, -5
C=CCOc1c(Br)cc(CNc2ccc(NC(=O)CCC)cc2)cc1OCC
→ 2%, -26%, -2%, 24, -11%, 1, -20%, -19%, 0
CC1CCN(C(=O)c2ccccc2SCC(=O)NCC2CCCCC2)CC1
→ -4%, 6%, 8%, 12, ?, 3, 11%, 2%, -4
O=C1CCCN1c1cc(Cl)cc(Cl)c1
→ -13%, -1%, 5%, -55*, -2%, -24, 4%, -7%, -10
CCOc1ccc2nc(SCC(=O)N3CCCCCC3)c(C#N)cc2c1
→ 9%, 8%, 20%, 0, -21%, 6, -15%, -4%, -18
O=C(CSc1nc2ncc(Cl)cc2[nH]1)NCC(=O)Nc1ccc(F)c(F)c1F
→ 19%, -2%, 8%, 0, 16%, 2, 1%, -2%, 23
Cc1ccc(C(C)C)c(OCc2nnc3n2CCCCC3)c1
→ 0%, -16%, 2%, 12, -4%, 3, -6%, 6%, -28
CCn1c(SC(C)C)nnc1C1CCN(S(=O)(=O)c2ccc(OC)cc2)CC1
→ -19%, 4%, 3%, 3, 0%, 2, -3%, 9%, -17
Cc1ccc2nc(Nc3ccc(Cl)cc3)c3nncn3c2c1
→ 8%, 7%, 8%, -4, 12%, 1, 2%, 0%, 43

Next section (2 carried over from the part before).
Below each SMILES: SW480 rereplic, HT1080 IDH1KD tx, GLP1R ag, DRD3 antagonist, KB-V1 cytotox, D3 ag, HT1080-NT tox, KB-3-1 cytotox, IL-1B inflam inh
CCn1c(SC(C)C)nnc1C1CCN(S(=O)(=O)c2ccc(OC)cc2)CC1
→ -19%, 4%, 3%, 3, 0%, 2, -3%, 9%, -17
Cc1ccc2nc(Nc3ccc(Cl)cc3)c3nncn3c2c1
→ 8%, 7%, 8%, -4, 12%, 1, 2%, 0%, 43
O=C(NC1CCCCC1)C(c1ccc2ncccc2c1)N(Cc1ccc(F)cc1)C(=O)c1cccs1 (stereo not drawn)
→ 0%, -29%, -1%, 14, 1%, 10, ?, 7%, -28
CCOC(=O)Cn1nc(/C=C/c2ccc(C)cc2)ccc1=O
→ -7%, 15%, 26%, 12, ?, -1, 3%, ?, -28
COc1ccc(Br)cc1C(=O)N/N=C/c1ccc2c(c1)n(C)c(=O)n2C
→ 8%, -11%, 8%, 5, -2%, -3, -1%, 1%, 1
CC(NC(=O)COC(=O)c1ccc(Br)o1)c1ccccc1 (stereo not drawn)
→ -4%, 3%, 7%, 24, ?, -5, -2%, 28%, -10
Cc1noc(C)c1COC(=O)CCCOc1ccc(Cl)cc1Cl
→ -7%, 11%, -1%, 19, 30%, 0, 18%, 0%, 18
CCOc1ccc(NC(=O)COC(=O)c2cc(C)oc2C)cc1
→ -7%, -5%, -18%, -2, -31%, 3, -4%, 1%, -12
Cc1nc(C)c(C(=O)C2=C(O)C(=O)N(CCN(C)C)C2c2ccco2)s1 (stereo not drawn)
→ -2%, 4%, -5%, -18, 0%, 5, 11%, -4%, 5
Cc1[nH]c2ccccc2c1C(c1ccncc1)N1CCCCC1 (stereo not drawn)
→ 3%, -2%, 1%, -24, 0%, -3, 11%, -3%, 33
COc1cccc(/C=N/N2CCN(c3ccccc3OC)CC2)c1
→ -17%, -9%, -6%, -6, 12µM*, -26, 15%, 1%, -25
CCCCC[C@H](O)/C=C/C1C(=O)C=C[C@H]1C/C=C\CCCC(=O)OC (stereo partly drawn)
→ 23%[9.22 µM], ?, -18%, 6, 0%, 13, ?, 1%, -102*
CCN(CC)C(=O)COc1ccc(-c2nnc(N3CCCCC3)c3ccccc23)cc1
→ -2%, -5%, 5%, 30, ?, -2, -1%, -10%, -11
CC(C)CN(C(=O)CSc1nc2ccccc2o1)c1c(N)n(Cc2ccccc2)c(=O)[nH]c1=O
→ ?, -6%, -1%, -14, -15%, 2, 1%, -2%, 10
NS(=O)(=O)c1ccc(CCNC(=O)C2CCN(S(=O)(=O)c3c(Cl)cccc3Cl)CC2)cc1
→ -18%, 0%, 6%, 11, ?, -1, -2%, -1%, 12
CCOC(=O)C1CCN(C(=O)/C(=C/c2ccccc2)NC(=O)c2ccccc2)CC1
→ ?, -3%, -5%, -28, -26%, -3, -2%, -1%, 4
CC1(C(=O)NCc2cccnc2)CCN1C(=O)Cc1cccs1 (stereo not drawn)
→ ., 20%, -3%, 0, 3%, 4, 18%, 0%, 35

Below each SMILES: SW480 rereplic, HT1080 IDH1KD tx, GLP1R ag, DRD3 antagonist, KB-V1 cytotox, D3 ag, HT1080-NT tox, KB-3-1 cytotox, IL-1B inflam inh
Cc1ccc(C2CC(=O)NC(SCc3ccccc3)=C2C#N)o1 (stereo not drawn)
→ ?, -20%, 2%, -62*, -17%, -3, -19%, -17%, -7
COc1ccc(CN(C)C[C@@H]2OCCCC[C@H](C)Oc3ccc(NC(=O)Nc4ccc(F)cc4)cc3C(=O)N([C@H](C)CO)C[C@H]2C)cc1
→ ., ?, -2%, -14, 4%, 4, 21µM*, ?, ?
COC(=O)c1sccc1NC(=O)COc1ccc(Cl)cc1Cl
→ -1%, 8%, 13%, 17, ?, 5, 9%, -27%, -13
CCc1c(C)nc(SC/C=C/c2ccccc2)[nH]c1=O
→ 13%, -25%, ?, 12, -10%, 9, ?, -14%, 74
Cc1ccc2c(=O)cc(C(=O)Nc3ccc(S(=O)(=O)Nc4onc(C)c4C)cc3)oc2c1
→ -13%, 23%, 0%, 3, ?, -4&-21, 19%, 11%&1%, -2
COc1ccc(CN2C[C@@H](CO)O[C@@H](n3cnc4c(NCc5cc(OC)c(OC)c(OC)c5)ncnc43)C2)cc1
→ ., -8%, 10%, -23, 0%, -11, -20%, -13%, 16
COc1ccc2cc(CCNS(=O)(=O)c3ccc(C)cc3)c(=O)[nH]c2c1
→ ., ., 1%, ., 34%, -2, ., 6%, .
COc1c(F)c(F)c(C(=O)Nc2ccc3oc(-c4ccncc4)nc3c2)c(F)c1F
→ -1%, 17%, 10%, 15, ?, 7, 21%, 11%, 0
O=C(CNC(=O)c1cccs1)c1ccc([N+](=O)[O-])cc1
→ -1%, 16%, -2%, -15, ?, 1, 21%, 16%, 31
CC1(NC(=O)Nc2ccccc2)CCS(=O)(=O)C1 (stereo not drawn)
→ -7%[9.22 µM], 7%, 0%, 9, 0%, 24, 10%, 14%, 9
COC(=O)C1=C(C)Nc2ccc(C)cc2S1
→ -1%, -8%, -5%, -7, -4%, -11, -10%, -9%, 5
COCc1[nH]nc2c1C(c1ccccc1F)C(C#N)=C(N)O2 (stereo not drawn)
→ -6%, -1%, 7%, -21, -4%, 1, 1%, 5%, ?
COc1ccc(S(=O)(=O)N(CC(=O)NC2CCCC2)c2ccccc2OC)cc1
→ -1%, 3%, -11%, ?, ., 3, -9%, ., 5
Cc1cc(N2CCC(C(=O)Nc3ccccc3Cl)CC2)n2nc(C)c(-c3ccc(Cl)cc3)c2n1
→ ., ., 1%, ., ?, 5, ., -4%, .
CC(C)Cc1nnc(NC(=O)CCC(=O)N2CCN(Cc3ccc(F)cc3)CC2)s1
→ 20%, 0%, 4%, 2, -18%, 1, 13%, -4%, 41

Below each SMILES: SW480 rereplic, HT1080 IDH1KD tx, GLP1R ag, DRD3 antagonist, KB-V1 cytotox, D3 ag, HT1080-NT tox, KB-3-1 cytotox, IL-1B inflam inh
CC1=NN(C(N)=S)C(=O)C1N=Nc1ccccc1Cl (stereo not drawn)
→ 8.2µM*, 4%, -3%, 18, 0%, 2, -1%, -1%, -7
Cc1cc(C)cc(N(C(=O)c2csnn2)C(C(=O)NC2CCCCC2)c2ccncc2)c1 (stereo not drawn)
→ -2%, 7%, 0%, 1, -21%, 17, 8%, 13%, 7
CC1Cc2ccccc2N1C(=O)Cn1cc([N+](=O)[O-])ccc1=O (stereo not drawn)
→ -6%, 3%, -3%, 19, 0%, 2, 2%, 7%, 2
CCN1CCN(CCNC(=O)c2ccc3c(c2)N(Cc2ccc(F)cc2)C(=O)/C(=C/c2ccccc2)S3)CC1
→ ?, 5.2µM*, 0%, -29, ?, -33, 6.5µM*, ?, -102*
O=C(CSc1ccc2ccccc2c1)Nc1nc2ccccc2[nH]1
→ -5%, -7%, 0%, 7, 3%, -2, 0%, 2%, 26
Cc1ccc2nc(CSc3nc(C)ccc3C#N)[nH]c2c1
→ ?, 16µM*, -29%, 6, -22%, -22, 18µM*, -33%, ?
CNc1ccc(-c2cccc([N+](=O)[O-])c2)cn1
→ ., 1%, 14%, -59*, -27%, -8, 0%, 23%, -8

Compounds were not picked by outcome, and some 12% of all compounds hit somewhere here.
